GPR35 arrestin U2OS: GPR35 antagonists blocking zaprinast-driven arrestin recruitment, primary screen, imaging, U2OS, beta-arrestin-GFP, zaprinast agonist (AID 2058); U2OS GPR35 beta-arrestin-GFP translocation imaging, zaprinast antagonism; higher % means a stronger effect; inhibition, % at 10 µM, or IC50 in µM where a hit was titrated; actives 0.052% (n = 290,000);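 active = inhibition of at least 50% with at least 30 cells and total cytoplasm GFP at most 10,000,000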
KOR beta-arrestin-1: KOR antagonists, beta-arrestin recruitment, cell-based, luminescence, uHTS (AID 1778) | KOR beta-arrestin recruitment, luminescence, antagonist mode; higher % means a stronger effect | actives 0.091% (n = 290,000) | Kappa-type opioid receptor (Homo sapiens) | inhibition, % at 10 µM, or IC50 in µM where a hit was titrated; in the data active = inhibition above about 50%; also: strong numbers were not always called active
MgcRacGAP inhibition: MgcRacGAP GTPase-activating activity inhibitors, confirmation, biochemical, ADP Hunter fluorescence; Rac GTPase-activating protein 1 (Homo sapiens); MgcRacGAP-stimulated Rac1 GTP hydrolysis, ADP Hunter fluorescence; higher % means a stronger effect; GST-tagged Rac1 F28L mutant substrate; inhibition, % at 30 µM, or IC50 in µM where a hit was titrated; actives 0.6% (n = 340,000); AID 624330, 2012;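 active = first-screen hits whose inhibition reached a set limit at any dose in the follow-up dose series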;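 also: fluorescence reports GDP produced by GAP-driven GTP hydrolysis; strong numbers were not always called active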
K1F lysis inhibition: inhibition of K1F phage lysis, E. coli UTI89, bacterial capsule biogenesis inhibitors, alamar blue (AID 488966); E. coli UTI89 K1F phage lysis, alamar blue, 2 h; higher % means a stronger effect; inhibition, % at 100 µM; hits with a dose series show IC50 in µM; actives 0.02% (n = 340,000);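 active = phage lysis inhibition, versus mean bacterial control, above a set limit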;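 also: capsule biogenesis inhibitors block K1F phage lysis so surviving cells raise fluorescence; higher fluorescence means more inhibition of phage lysis; actives were called in the ten point dose series up to 300 µM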
GPR55 activation: GPR55 agonists via beta-arrestin recruitment, primary screen, imaging, U2OS cells, beta-arrestin-GFP redistribution (AID 1961); G-protein coupled receptor 55 (Homo sapiens); U2OS GPR55 beta-arrestin-GFP redistribution imaging; higher % means a stronger effect; activation, % at 10 µM; hits with a dose series show EC50 in µM; actives 0.048% (n = 290,000);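 active = activation above 40% with more than 50 cells counted in the well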;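 also: U2OS osteosarcoma cells stably expressing GPR55 and beta-arrestin-GFP; plate controls were DMSO negative control for no effect and LPI positive control for full effect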
NOD1 inhibition: NOD1 signaling inhibitors, primary screen, cell-based, luminescence, uHTS (AID 1578); inhibition, % at 4 µM; hits with a dose series show EC50 in µM; NOD1-driven NF-kB luciferase reporter cells, luminescence; higher % means a stronger effect; actives 1% (n = 290,000); in the data active = inhibition mostly above about 36%, no sharp cut-off; inactive = mostly below about 34%;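 also: HEK-293T reporter cells stimulated with the NOD1 agonist gamma-tri-DAP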
NTR1 agonist: agonists of NTR1, primary screen, imaging, U2OS cells, beta-arrestin-GFP, high content (AID 493036); Neurotensin receptor type 1 (Homo sapiens), P30989; NTR1-U2OS beta-arrestin-GFP spot imaging, agonist mode; activation, % at 20 µM; actives 0.17% (n = 330,000);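 active = activation at or above 40% of the spot to cytoplasm intensity ratio, with at least 20 cells analyzed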;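 also: 0% = DMSO without peptide and 100% = 100 nM NTR1 peptide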
Target sequence (P30989 whole entry, looked up): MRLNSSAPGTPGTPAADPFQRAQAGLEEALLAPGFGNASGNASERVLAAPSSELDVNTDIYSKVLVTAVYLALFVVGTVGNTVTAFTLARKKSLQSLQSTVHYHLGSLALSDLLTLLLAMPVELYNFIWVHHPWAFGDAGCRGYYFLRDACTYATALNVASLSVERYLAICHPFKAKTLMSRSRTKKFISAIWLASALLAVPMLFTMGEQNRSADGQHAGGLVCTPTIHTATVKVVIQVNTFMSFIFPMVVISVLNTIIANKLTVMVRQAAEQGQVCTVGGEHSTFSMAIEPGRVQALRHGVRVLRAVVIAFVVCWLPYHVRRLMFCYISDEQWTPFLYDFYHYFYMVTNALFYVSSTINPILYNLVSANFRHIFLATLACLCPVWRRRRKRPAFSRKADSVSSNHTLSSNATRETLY
GPR55 LPI antagonism: GPR55 antagonists blocking LPI-driven arrestin recruitment, primary screen, imaging, U2OS, beta-arrestin-GFP, LPI agonist (AID 2013). G-protein coupled receptor 55 (Homo sapiens). U2OS GPR55 beta-arrestin-GFP translocation imaging, LPI antagonism; higher % means a stronger effect. inhibition, % at 10 µM, or IC50 in µM where a hit was titrated. actives 0.13% (n = 290,000);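 active = spots per cell inhibited over 60%, with over 100 cells counted and total cytoplasm intensity under 500,000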;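 also: U2OS cells stably carrying GPR55 and arrestin-GFP stimulated by 5 µM LPI near EC80; imaged beta-arrestin-GFP aggregate spots per cell after agonist stimulation; plate controls were LPI-stimulated DMSO wells for no effect and DMSO wells without LPI for full effect; some results filed as inactive read as strong as hits; confirmed hits need IC50 under 10 µM and bright autofluorescent wells are also inconclusive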
KOR beta-arrestin-2: KOR agonists, beta-arrestin recruitment, primary screen, cell-based, luminescence, uHTS (AID 1777); activation, % at 10 µM, or EC50 in µM where a hit was titrated; actives 0.02% (n = 280,000); KOR beta-arrestin recruitment, luminescence; higher % means a stronger effect; Kappa-type opioid receptor (Homo sapiens); in the data active = activation above about 50%, passing the limit was not always enough; also: a part of the inactive calls stands beside numbers as strong as those of hits
NTR1 agonist cell count 20 µM: further read-out of NTR1 agonist, marked with its call; cell count; measured here: cell count, cytotoxicity flag
The depositor's hits bear a star; i = inactive; nt = no result given; & = joins results of further samples; [ ] = remark or other dose. These rows are one share of the data, so the mix of outcomes need not match the whole.

SMILES	GPR35 arrestin U2OS	KOR beta-arrestin-1	MgcRacGAP inhibition	K1F lysis inhibition	GPR55 activation	NOD1 inhibition	NTR1 agonist	NTR1 agonist cell count 20 µM	GPR55 LPI antagonism	KOR beta-arrestin-2
CCc1ncc(C)nc1CC	1%	7%	2%	0.9%	0.0%	1%	-0.4	87	-5%	0.7%
CCCCOc1ccc(/C(O)=C2/C(=O)C(=O)N(CCCOC)C2c2ccncc2)cc1C (stereo not given)	-1%	-8%	-6%	0.5%	0.3%	-18%	0.7	43	8%	-1.8%
CCOC(=O)Nc1ccc2c(CN3C(=O)NC(CC)(CC)C3=O)cc(=O)oc2c1	-3%	27%	nt	nt	0.0%	-7%	0.1	68	2%	-2.6%
O=C(Nc1ccc(OC(F)(F)F)cc1)C1CCCN(S(=O)(=O)c2cccnc2)C1 (stereo not given)	4%	-37%	8%	3.7%	0.5%	16%	-4.0	89	2%	0.8%
O=[N+]([O-])c1ccc(Cl)c(C[n+]2cccc3ccccc32)c1	8%	-32%[20 µM]	13%	2.4%	-0.2%	-29%	-0.7	55	4%	1.0%
Cc1ccc(C(=O)Nc2cccc(C(F)(F)F)c2)cc1NC(=O)c1ccno1	5%	10%	14%&6%	1.9%	-0.1%	2%	-4.0	59	7%	1.5%
CCOc1cc(NC(=S)Nc2ccc(Cl)cc2)c(OCC)cc1NC(C)=O	16%	14%[20 µM]	24%	0.1%	0.2%	-36%	4.2	48	14%	nt
Cc1ccc(NC(=O)c2ccc([N+](=O)[O-])o2)cc1S(=O)(=O)N1CCOCC1	16%	2%	nt	nt	1.4%	13%	7.3	38	-3%	-3.6%
O=C(COC(=O)c1ccc(=O)[nH]c1)Nc1cccc(S(=O)(=O)N2CCOCC2)c1	9%	nt	-8%	0.0%	0.2%	-2%	-0.2	61	11%	3.6%
COc1ccc(CN(Cc2ccco2)S(=O)(=O)c2ccc(S(=O)(=O)N3CCCC3)cc2)cc1	1%	-71%	4%	1.6%	0.2%	-50%	2.5	89	-6%	48%
COc1ccc(C/C(C)=N/NS(=O)(=O)c2ccc(Br)cc2)cc1	-6%	-21%	10%	0.5%	0.4%	-18%	0.9	53	-4%	-2.2%
Cc1cccc2cc3c(NC(=O)C(C)C)nn(C)c3nc12	2%	-6%	10%	0.1%	-0.2%	-18%	1.5	47	-7%	13%
CCc1nnc(NC(=O)c2ncc(Cl)c(Cl)c2Cl)s1	4%	14%	5%	0.1%	0.2%	-42%	0.5	53	22%	-2.5%
Oc1ccc2ccccc2c1/C=N/Nc1nnc(-c2ncc[nH]2)c2ccccc12	-14%	-8%	0%	0.2%	-0.1%	67%	15	68	16%	-1.5%
Cn1cccc1-c1cc(C(=O)N/N=C/C=C/c2ccccc2)[nH]n1	-6%	-15%	10%	0.5%	0.3%	3%	1.0	43	14%	-5.3%
COCCOC(=O)c1c(C)nc(SCC(=O)Nc2ccc(OC)cc2)c(C#N)c1-c1ccco1	16%	-16%	7%	1.3%	0.4%	-33%	1.9	59	1%	1.4%
O=C(/C=C/c1ccccc1)Nn1c(-c2cccs2)nc2ccccc2c1=O	-17%	-6%	-5%	0.4%	-0.3%	10%	1.3	83	1%	3.6%
O=C(C(=O)N1CCN(c2ccccc2Cl)CC1)c1c[nH]c2ccccc12	-4%	28%	6%	0.4%	-0.1%	-9%	5.6	53	0%	-3.9%
COC(=O)c1sc2ncccc2c1OCc1c(Cl)cccc1Cl	-9%	6%	4%	0.4%	0.0%	-7%	5.4	78	24%	1.4%
O=C(NCCc1ccc(Cl)cc1)c1ccc2c(c1)OCCO2	-16%	-68%[20 µM]	6%	0.4%	0.2%	27%	0.6	57	0%	4.8%
Cc1ccc(NC(=S)Nc2ccc(Cl)c(Cl)c2)c(OC(F)F)c1	15%	6%	0%	-1.6%[50 µM]	-0.1%	-7%	1.9	72	10%	-1.0%
O=C(O)/C=C/C(=O)NNC(=O)c1ccc(Cl)cc1Cl	10%	-17%[20 µM]	9%	0.5%	-0.1%	1%	0.0	47	21%	nt
CC1CCCN(CCCN2C(=O)C3C(C(=O)Nc4ccc(Cl)cc4)C4C=CC3(O4)C2C(=O)NC2CCCCC2)C1 (stereo not given)	4%	-64%	5%	0.5%	0.3%	-42%	-0.3	58	10%	4.0%
CCN1C(=O)c2cccc3c(S(=O)(=O)NCc4ccccn4)ccc1c23	9%	-8%	-10%	-0.3%	0.0%	-19%	-0.9	66	-4%	0.1%
O=C1CC(NNc2ccccc2)C(=O)N1c1ccccc1 (stereo not given)	-6%	19%	2%	0.7%	-0.4%	9%	0.7	51	8%	5.9%

3 compounds out of the list above, ordered by their value in KOR beta-arrestin-1, highest first.
SMILES	KOR beta-arrestin-1
O=C(C(=O)N1CCN(c2ccccc2Cl)CC1)c1c[nH]c2ccccc12	28%
COC(=O)c1sc2ncccc2c1OCc1c(Cl)cccc1Cl	6%
CCCCOc1ccc(/C(O)=C2/C(=O)C(=O)N(CCCOC)C2c2ccncc2)cc1C (stereo not given)	-8%

More compounds follow.
SMILES	GPR35 arrestin U2OS	KOR beta-arrestin-1	MgcRacGAP inhibition	K1F lysis inhibition	GPR55 activation	NOD1 inhibition	NTR1 agonist	NTR1 agonist cell count 20 µM	GPR55 LPI antagonism	KOR beta-arrestin-2
CCOC(=O)c1ccc(N2C(=O)CC(Sc3nc(O)c(CC)c(=O)[nH]3)C2=O)cc1 (stereo not given)	6%	30%	6%	0.1%	-0.1%	-26%	-0.8	42	5%	0.0%
c1cc2c(cc1-c1csc(NNC3=NCCCCC3)n1)OCCO2	-11%	14%	nt	nt	-0.3%	-33%	1.6	48	8%	-1.3%
O=C(c1ccc(O)c(Cl)c1)N1CCN(S(=O)(=O)c2ccccc2)CC1	-3%	25%	8%	-0.2%	0.3%	-26%	-1.6	69	15%	0.0%
CC(C)Cc1nc2oc3c(NCC(C)O)ncnc3c2c2c1CCCC2 (stereo not given)	-4%	-14%	16%	i	-0.3%	-11%	13	47	-25%	nt
COc1ccc(-c2ccccc2NC(=O)C2CCCN(Cc3ccc(C)o3)C2)cc1 (stereo not given)	3%	-22%	3%	0.2%	0.3%	6%	1.2	63	17%	8.2%
COCCN(C(=O)CCC(=O)Nc1cc(C)on1)C(C(=O)NC(C)(C)C)c1cccc(OC)c1OC (stereo not given)	3%	7%	1%	-0.5%	-0.1%	-3%	-1.8	40	-3%	-0.4%
CCn1ncc(Br)c1C(=O)Nc1ccc(F)cc1F	-2%	17%	7%	0.2%	-0.3%	-1%	1.3	44	6%	-3.2%
Cc1ccc(C)c(S(=O)(=O)Nc2nc3ccc(S(N)(=O)=O)cc3s2)c1	-2%	-19%	4%	-1.1%	-0.6%	-19%	3.8	48	-8%	1.4%
O=C(CCCc1nc2ccccc2s1)N1CCN(c2ccccc2)CC1	-6%	26%	8%	4.0%	-0.3%	-29%	-0.4	50	10%	0.0%
Cc1c([N+](=O)[O-])cc(C(=O)Nc2ccc(NC(=O)c3ccco3)cc2)cc1[N+](=O)[O-]	4%	1%	5%	0.1%	0.2%	-47%	-0.9	37	14%	-4.8%
CCc1nc(SCC(=O)N2CC(=O)Nc3ccccc32)c2c(C)c(C)sc2n1	9%	-9%	8%	0.0%	-0.3%	-5%	5.9	37	10%	3.1%
Cc1c(C(=O)O)nn(-c2ccccc2)c(=O)c1C#N	-1%	-13%	4%	1.8%	-0.1%	10%	2.2	95	-5%	-2.3%
Nc1ncnc2nc(SCCOc3ccc(Cl)cc3)[nH]c12	0%	13%	7%	-2.7%	0.1%	4%	-2.5	47	18%	-1.3%
CCN(Cc1ccc(OC)c(F)c1)C(=O)CCl	-14%	-17%	-15%	-1.1%	0.0%	31%	-0.1	39	-1%	0.6%
O=C(CNC(=O)N1CC(=O)Nc2ccccc21)Nc1nccs1	-11%	9%	9%	0.1%	-0.1%	-10%	0.1	53	18%	8.9%
CCOC(=O)c1ccc(Cn2c(-c3ccccc3)nnc2-c2ccccc2)o1	6%	1%	8%	0.0%	-0.1%	-29%	2.5	46	3%	-1.2%
CCN(Cc1ccccc1)S(=O)(=O)c1c(N)n(C)c(=O)n(C)c1=O	11%	2%	5%	1.2%[50 µM]	-0.1%	14%	-0.6	62	-3%	1.3%
CN(C)c1ccc(/C=N\Nc2nc(-c3ccccc3)cc(=O)[nH]2)cc1	1%	-13%	7%	0.0%[50 µM]	-0.1%	-23%	3.6	45	8%	0.2%
COc1ccc(NC(=O)C(=O)NCCC2=CCCCC2)c(OC)c1	7%	-77%	9%	2.6%	0.4%	-9%	-1.0	58	9%	-1.9%
Cc1cc(C(=O)N/N=C/c2cccc(OC(=O)c3cccc(Br)c3)c2)n[nH]1	9%	-12%	8%	-0.1%	-0.1%	-18%	3.6	57	15%	-0.8%
O=c1[nH]c(C2CCN(S(=O)(=O)Cc3ccccc3)CC2)nc2c1nnn2Cc1ccccc1Cl	0%	-16%	5%	-0.2%	-0.2%	-40%	3.2	42	-1%	0.7%
O=C(CSc1nncn1-c1ccccn1)Nc1ccccc1Cl	2%	-1%	6%	0.1%	-0.2%	1%	-0.7	43	7%	-4.0%
O=C1/C(=C\c2cc(Br)cc(Br)c2O)SC(=S)N1Cc1ccccc1	4%	18%	12%	0.0%	0.0%	73%*	-2.2	53	0%	2.9%
O=C(O)C1C2CCC(O2)C1C(=O)Nc1ccccc1Br (stereo not given)	-1%	1%	3%	0.4%	0.8%	-19%	3.6	46	10%	-2.0%
CCC(C)(C)NC(=O)CN(C(=O)C(=O)Nc1ccc2c(c1)OCCO2)C(C)(C)CC	4%	-30%[20 µM]	3%	-0.3%	-0.1%	-22%	1.2	50	3%	0.3%
CCOC(=O)N1CCC(NC(=O)c2cc3sccc3n2CC)CC1	-1%	-18%	25%	1.1%	-0.1%	-14%	-0.3	59	-6%	2.7%
COCCNC(=O)c1ccccc1NC(=O)CSc1ccc(C)cc1	-9%	-16%	-26%	1.6%	0.6%	-29%	0.3	44	-1%	-3.1%
Cc1cc(=O)[nH]c2ccc(S(=O)(=O)N3CCOCC3)cc12	-2%	13%	3%	0.3%[50 µM]	-0.2%	3%	-0.8	65	4%	0.3%
CCN1CCN(Cc2ccc(NC(=O)c3ccc(C)c(NC(=O)c4cccc(-c5cn[nH]c(=O)c5)c4)c3)cc2C(F)(F)F)CC1	-7%	-4%[20 µM]	10%	6.4%	1.0%	72%*	14	98	2%	9.2%
Brc1ccc(CSc2ccc(-c3ccco3)nn2)cc1	11%	-16%	17%	-0.1%	0.1%	-48%	-1.0	75	6%	0.7%

Screening data: PubChem BioAssay, several laboratories
